SENP8 block-1 – blocks human SENP8 cleavage of Nedd8 substrate; Q96LD8; recombinant SENP8, Nedd8 substrate fluorescence; inhibition, % at 20 µM; hit rate 0.64% among 360,000; AID 602440; in the data active = inhibition mostly above about 40%, no sharp cut-off; inactive = mostly below about 27%
Target sequence (Q96LD8 whole entry, looked up): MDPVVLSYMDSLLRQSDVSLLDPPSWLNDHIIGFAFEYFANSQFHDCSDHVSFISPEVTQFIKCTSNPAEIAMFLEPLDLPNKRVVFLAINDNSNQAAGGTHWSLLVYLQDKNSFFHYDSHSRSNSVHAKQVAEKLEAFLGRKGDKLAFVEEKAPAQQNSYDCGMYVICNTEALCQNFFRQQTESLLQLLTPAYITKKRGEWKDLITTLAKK
SENP8 block-2 – inhibitors of human SENP8 protease; Q96LD8; purified SENP8, Z-RLRGG-aminoluciferin cleavage, luminescence; inhibition, % at 10 µM; hit rate 1.2% among 330,000; AID 2540; in the data active = inhibition above about 50%
Apaf1 inhib – blocks human Apaf-1 apoptosome activity; reconstituted apoptosome caspase-3 activity, DEVD-Rh110 fluorescence; O14727; AID 489030; hit rate 0.71% among 330,000; inhibition, % at 20 µM; active = inhibition of at least 40% at 20 µM;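 note: plate controls were DMSO wells for no effect and DEVD-CHO caspase inhibitor wells for full effect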
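System: reconstituted apoptosome with Apaf-1, cytochrome c, caspase-9, procaspase-3, dATP; Signal: Rh110 fluorescence intensity; Schedule: 30 min compound preincubation, 50 min activation, room temperature; Reagent: cytochrome c trigger plus (Z-DEVD)2-Rh110 caspase-3 substrate.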
SENP7 block – blocks the human protease SENP7. recombinant SENP7, Z-RLRGG-aminoluciferin luminescence, 40 min. Q9BQF6. inhibition, % at 5 µM. AID 434973. hit rate 1.5% among 330,000;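 active = inhibition above about 50% at the single test dose, limit read from the data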;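 note: plate controls were DMSO with enzyme for no effect and no enzyme buffer wells for full effect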
Target sequence (Q9BQF6 706-1050 limits assumed): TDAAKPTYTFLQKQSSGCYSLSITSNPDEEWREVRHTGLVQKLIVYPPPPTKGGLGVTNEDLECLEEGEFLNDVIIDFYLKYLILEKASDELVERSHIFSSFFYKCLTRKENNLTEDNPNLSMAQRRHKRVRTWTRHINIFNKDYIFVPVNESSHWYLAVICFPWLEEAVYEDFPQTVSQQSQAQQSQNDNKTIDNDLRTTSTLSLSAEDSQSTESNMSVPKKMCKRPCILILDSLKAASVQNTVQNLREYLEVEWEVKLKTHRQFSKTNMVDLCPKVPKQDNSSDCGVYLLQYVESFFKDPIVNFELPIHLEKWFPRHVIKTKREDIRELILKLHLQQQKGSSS
SENP1 inh – blocks the human SENP1 SUMO protease catalytic domain | hit rate 0.21% among 360,000 | recombinant SENP1 catalytic domain, CyPet-SUMO1-YPet FRET cleavage | inhibition, % at 10 µM | AID 624204 | Q9P0U3;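 active = inhibition at least 30% at 10 µM, raw YFP signal under a set limit, fluorescence ratio 0.5 to 1.5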;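 note: 0% = enzyme with DMSO and 100% = no enzyme wells; some results filed as inactive read as strong as hits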
Target sequence (Q9P0U3 419-644 limits assumed): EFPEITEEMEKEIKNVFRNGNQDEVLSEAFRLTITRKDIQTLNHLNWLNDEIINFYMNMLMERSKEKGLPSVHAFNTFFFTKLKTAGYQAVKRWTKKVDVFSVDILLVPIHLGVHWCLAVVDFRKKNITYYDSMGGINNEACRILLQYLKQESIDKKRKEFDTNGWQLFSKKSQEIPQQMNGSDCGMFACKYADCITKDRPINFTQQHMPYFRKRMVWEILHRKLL
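system = hSENP1 catalytic domain, recombinant | reagent = SFCypet-SUMO1-SFYpet substrate at 25 nM | doses = one dose per compound, 10 µM, 0.5% DMSO | incubation = enzyme reaction for 50 min at room temperature, dark | measured by = FRET, CFP and YFP emission | controls = no-enzyme low, enzyme-DMSO high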
HKDC1 inhibitor – HKDC1 (human) hexokinase inhibition; hit rate 0.16% among 340,000; inhibition, % at 20 µM; Q2TB90; recombinant HKDC1, G6PDH/diaphorase resazurin coupled fluorescence;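 active = inhibition above about 35% when tested at 20 µM, limit read from the data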;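 note: plate controls were DMSO wells with enzyme for no effect and DMSO wells lacking enzyme for full effect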
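Material: recombinant HKDC1 hexokinase; Amount: HKDC1 at 5 µg/mL; Medium: Tris pH 8.0 buffer with MgCl2, Tween-20, BSA, BME; Schedule: 90 min reaction incubation at room temperature, dark; Technique: coupled resazurin fluorescence, excitation 525 nm, emission 613 nm.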
PfGluPho inh – PfG6PD (Plasmodium falciparum) enzyme inhibition. PfGluPho enzyme, NADPH resazurin-diaphorase fluorescence. inhibition, % at 20 µM. hit rate 0.78% among 350,000;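 active = inhibition reaching at least a set limit at 20 µM in the primary screen, cut at about 59% in these data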;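 note: 0% = DMSO wells with substrate and 100% = DMSO wells lacking glucose-6-phosphate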
SENP6 block – blocks the human protease SENP6. Q9GZR1. Recombinant SENP6 catalytic domain, aminoluciferin luminescence. inhibition, % at 10 µM. hit rate 1.8% among 330,000. AID 2599;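 active = inhibition above about 50% at the single tested dose, limit read from the data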;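 note: plate controls were DMSO wells with enzyme for no effect and DMSO wells lacking enzyme for full effect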
The depositor's hits bear a star; nt = no result given.

Values in the order – SENP8 block-1	SENP8 block-2	Apaf1 inhib	SENP7 block	SENP1 inh	HKDC1 inhibitor	PfGluPho inh	SENP6 block
- N[C@@H](CO)c1nnc([C@H](Cc2ccc(O)cc2)NC(=O)C2CCNCC2)o1
 : 14.5	4.5	-1.1	-3.7	1.2	-11.3	-1.2	-7.3
- CC(C)c1cc(C(=O)NC2CCCCC2)no1
 : 7.6	-13.1	0.2	-13.3	1.4	11.5	19.0	-7.8
- O=C(CNC(=S)N(CCCN1CCOCC1)Cc1cccs1)NC1CCCCCCC1
 : 16.5	1.1	-1.0	-0.7	2.5	-9.1	-4.8	-12.0
- O=C(CCN1C(=O)c2ccncc2C1=O)Nc1cc(F)ccc1F
 : 14.4	3.7	-0.3	0.8	-0.2	3.0	-12.6	-9.6
- CCN(CC)S(=O)(=O)c1ccc(-c2nnc(SCC(=O)N3CCOCC3)o2)cc1
 : 4.8	-6.7	-9.7	16.9	1.4	-8.3	8.2	-14.5
- O=C(COC(=O)Cn1cnc2ccccc21)NCCC1=CCCCC1
 : 22.1	2.0	-3.6	6.4	0.1	-0.6	-4.7	2.3
- CC(=O)c1ccc(N2CCN(C(=O)c3cn(Cc4ccccc4)nc3-c3cccnc3)CC2)c(F)c1
 : -53.6	1.6	13.7	-3.1	-2.6	7.6	2.8	-15.5
- O=C(NC(=S)Nc1ccccc1N1CCOCC1)c1cccc([N+](=O)[O-])c1
 : 12.7	-0.2	25.1	-8.6	2.9	1.4	19.8	5.4
- COc1ccc(C2OC3=C(Nc4cc(C)c(C)cc4N3)C2=O)cc1 (stereo unspecified)
 : 10.6	-16.0	5.4	4.3	2.2	-1.4	17.2	-0.2
- CCCCn1c(N)c(N(CCOC)C(=O)c2ccc(Cl)c(S(=O)(=O)N3CCCCC3)c2)c(=O)[nH]c1=O
 : -27.0	-9.6	-10.1	-1.9	-23.7	2.8	10.0	-0.1
- Cc1cc(C)cc(NC(=O)c2cc(C)nc3ccccc23)c1
 : 8.5	1.1	-1.1	-3.4	1.2	2.3	17.3	11.5
- O=C(NC(=S)Nc1cccc([N+](=O)[O-])c1)C1CCCC1
 : 5.0	-9.9	13.3	-10.8	1.0	-2.0	11.1	-5.8
- CCCCC(Sc1nc(N)c(NC(=O)c2ccc(OCC)cc2)c(=O)[nH]1)C(=O)O (stereo unspecified)
 : 5.4	-7.5	5.4	8.2	1.7	-7.5	5.0	-4.1
- CN1CCN(Cc2c(O)ccc3cc(Br)ccc23)CC1
 : nt	-9.4	8.8	-5.9	nt	-0.6	7.1	1.7
- Cc1cnc(C(=O)OC(C)C(=O)Nc2ccc(Oc3ccccc3)cc2)cn1 (stereo unspecified)
 : 6.1	-10.6	1.4	-2.0	0.1	-3.7	13.5	14.8
- CN1CCN(S(=O)(=O)c2cccc(C#N)c2)C(c2ccccc2)C1 (stereo unspecified)
 : 2.7	1.7	7.8	1.3	0.8	-3.7	-9.3	-11.7
- O=C(NC1CCS(=O)(=O)C1)c1cccc(S(=O)(=O)N2CCOCC2)c1 (stereo unspecified)
 : 12.3	0.1	-22.0	-17.4	-0.3	-5.2	-8.9	-1.7
- O=C1Oc2ccccc2C(=O)/C1=C/c1ccccc1O
 : 12.4	-2.5	0.5	2.4	1.4	0.5	8.7	-1.7
- COc1ccc(NC(=O)N(C2CCCCC2)C(C)c2cccnc2)c(OC)c1 (stereo unspecified)
 : 25.3	4.7	-4.6	-1.2	1.7	-7.3	2.3	5.0
- CSc1nc2ncc(-c3ccsc3)c(N)n2n1
 : 4.4	-8.8	-8.9	-14.8	2.3	15.1	1.2	-5.7

Reformatted: three of the compounds above.
canonical_smiles	SENP8 block-1	SENP8 block-2	Apaf1 inhib	SENP7 block	SENP1 inh	HKDC1 inhibitor	PfGluPho inh	SENP6 block
Cc1cnc(C(=O)OC(C)C(=O)Nc2ccc(Oc3ccccc3)cc2)cn1 (stereo unspecified)	6.1	-10.6	1.4	-2.0	0.1	-3.7	13.5	14.8
CN1CCN(S(=O)(=O)c2cccc(C#N)c2)C(c2ccccc2)C1 (stereo unspecified)	2.7	1.7	7.8	1.3	0.8	-3.7	-9.3	-11.7
O=C(NC1CCS(=O)(=O)C1)c1cccc(S(=O)(=O)N2CCOCC2)c1 (stereo unspecified)	12.3	0.1	-22.0	-17.4	-0.3	-5.2	-8.9	-1.7

(next part)
Values in the order – SENP8 block-1	SENP8 block-2	Apaf1 inhib	SENP7 block	SENP1 inh	HKDC1 inhibitor	PfGluPho inh	SENP6 block
- O=C(COc1cc(O)c2c(=O)cc(-c3ccccc3)oc2c1)c1ccc(F)cc1
 : 15.6	5.4	0.0	0.6	0.6	-3.6	-25.2	-13.9
- O=C(Nc1ccc2ccccc2c1[N+](=O)[O-])c1ccccc1
 : 10.9	nt	nt	nt	1.3	4.8	33.8	nt
- COc1ccc(C(=O)N2CCOC2CNC(=O)C(=O)NCc2ccco2)cc1 (stereo unspecified)
 : 15.4	1.4	-10.4	2.4	0.6	-11.3	6.2	-3.7
- Cc1ccc(C)c(NC(=O)Cn2cnc3c(oc4ccccc43)c2=O)c1
 : 8.0	-0.1	-8.3	13.6	2.1	3.7	-6.1	-28.3
- Cc1cccc(NC(=O)C2CCN(S(=O)(=O)c3ccc4c(c3)NC(=O)CO4)CC2)c1
 : 11.8	-10.8	-12.1	11.5	-0.5	-1.9	-5.2	2.6
- CC1CCCC(C)N1C(=O)CSc1nc(N)c(-c2ccccc2)c(=O)[nH]1 (stereo unspecified)
 : 6.6	6.6	-16.7	86.6*	0.1	-4.6	1.5	6.6
- CN(C(=O)c1ccncc1)C1CCCN(Cc2ccccc2F)C1 (stereo unspecified)
 : 12.9	-13.2	-11.8	1.4	-1.5	-3.7	1.9	-3.0
- Cc1onc(-c2ccccc2)c1C(=O)Nc1nc(-c2ccc(F)c(F)c2)cs1
 : 18.0	-3.4	1.9	-0.7	-0.7	0.0	-8.6	-17.8
- CC(C)n1nnnc1SCC(=O)Nc1ccccc1F
 : 8.1	-3.2	-5.5	2.0	-0.7	-6.1	2.0	0.3
- Clc1ccccc1Cn1nnc2ccccc21
 : 20.4	9.3	2.3	6.8	1.6	-3.0	-5.7	-15.5
- Cc1noc(C)c1CSCC(=O)N(CCC(C)C)c1c(N)n(Cc2ccccc2)c(=O)[nH]c1=O
 : -27.0	5.7	10.3	0.8	-14.5	4.2	-20.7	4.1
- Cc1ccc(C(=O)NCC#N)cc1
 : 12.1	-11.1	1.7	-8.5	-0.2	-10.0	12.6	-2.0
- c1ccc2nc(N3CCOCC3)c(N3CCOCC3)nc2c1
 : -491.1	-6.0	3.6	-6.7	0.0	-1.8	4.8	-5.1
- CCCCN(CC)CCNC(=O)c1cc2c(-c3ccccc3F)nn(C)c2s1
 : -161.3	-12.4	12.3	-8.3	2.1	5.3	-4.5	-30.6
- CCN(CC(=O)NCc1cccs1)C(=O)c1cccc(S(=O)(=O)NCc2ccccc2)c1
 : 17.8	-8.0	4.3	8.3	4.3	-1.9	-15.7	-26.3
- c1ccc(Cn2ncc3c(NCc4ccco4)ncnc32)cc1
 : 1.6	-1.7	-0.7	3.6	-0.5	17.5	-3.3	-7.0
- O=S(=O)(c1ccccc1)c1nc(-c2ccccc2)oc1N1CCOCC1
 : 3.6	2.1	-2.5	1.9	3.1	-2.4	-15.7	-7.0
- COc1ccc(NC(=O)CSc2nnc(CNC(=O)c3ccco3)o2)c(OC)c1
 : 22.8	4.4	-1.0	-2.5	1.4	-6.9	-1.5	-10.0
- O=C(CSc1ccc2ccccc2c1)NCCCN1CCCC1=O
 : 2.1	-4.4	-0.2	4.5	-0.4	-4.7	6.0	5.2
- CCOC(=O)/C=C/C(=O)OCC(=O)Nc1c(Cl)cccc1Cl
 : 6.2	-10.3	3.2	-10.2	2.5	-2.4	-3.5	-27.3
- Cc1cc(=O)n2nc(N3CCCC3C(=O)NCc3ccccn3)sc2n1 (stereo unspecified)
 : 10.5	-1.2	3.2	0.3	-1.2	-6.9	-11.9	-18.6
- CCN1CCN(Cc2cc(=O)oc3ccc(C)cc23)CC1
 : -3.1	3.6	-21.5	-2.6	2.2	-4.9	-2.1	-6.2
- O=C(Nc1ccccc1F)n1ncc2cc(Cl)ccc21
 : 19.4	-10.1	5.9	-2.4	0.9	-5.8	4.1	-2.5
- Cc1ccc2c(c1)N(CC(=O)Nc1ncccc1C)C(=O)C(C(C)C)O2 (stereo unspecified)
 : 3.1	-10.9	5.4	10.8	1.3	-1.8	-9.4	-1.7
- Nc1nc(N)c2sc3nc(C(F)(F)F)cc(C(F)(F)F)c3c2n1
 : 5.4	4.3	6.2	7.5	67.9*	4.4	-5.0	5.3
- O=C1CC(N(O)c2ccccc2)C(=O)N1c1cc(Cl)cc(Cl)c1 (stereo unspecified)
 : 44.2*	-11.4	20.1	-0.9	-0.6	10.5	8.1	-5.5
- Cn1c(CSc2ncccn2)nnc1SCC(=O)N1CCCC1
 : 18.3	-5.9	-8.9	-6.1	-0.3	-8.4	-20.0	-13.7
- CCOc1ccc(NC(=O)c2ccc(NC(=O)Cc3n[nH]c(=O)c4ccccc34)cc2)cc1
 : 7.3	-1.7	-39.9	-0.8	2.0	-7.8	7.5	-7.1
- OCCC1CN(Cc2ccccc2O)CCN1CCc1ccccc1 (stereo unspecified)
 : 11.9	-6.2	-7.6	-1.4	-2.4	14.0	-19.7	-11.2
- COc1ccc(CNC(=O)C2CCN(c3nnc(N4CCCC4=O)s3)CC2)cc1
 : 2.6	-0.2	2.4	-3.2	3.8	-0.7	6.4	7.2
- COc1cccc(NC(=O)CSc2nnc(Cn3cnc([N+](=O)[O-])n3)n2C)c1
 : 26.3	-1.1	-8.4	2.0	2.5	-10.7	15.7	-0.6
- CC1CCCCN1CC(=O)Nc1ccccc1Sc1ccccc1 (stereo unspecified)
 : 15.8	-10.2	20.2	-4.8	-0.8	7.2	-20.8	-25.6
- CC(CC(=O)O)CC(=O)Nc1ccccc1C(=O)O (stereo unspecified)
 : 3.5	-3.1	-8.3	-7.0	-1.0	13.4	-3.9	-2.9
- CN(C)S(=O)(=O)c1ccc(C(=O)NNC(=O)C23CC4CC(CC(C4)C2)C3)cc1
 : -2.9	2.8	-1.9	4.9	-1.2	-5.3	-2.3	-4.1
- O=C(Nc1ccc(S(=O)(=O)N2CCCCCC2)cc1)c1[nH]ncc1[N+](=O)[O-]
 : 9.8	74.7*	3.2	40.8	0.9	nt	nt	75.3*

Screening results as filed in PubChem BioAssay.
